KCNH2 3.1 inh: blocks the human KCNH2 3.1 channel isoform; activity change, % (tested at about 1.8 µM); actives 0.95% (n = 340,000); U2OS KCNH2 3.1, thallium flux FluxOr; active compounds read low;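 active means maximum activity change below -70%; inconclusive means maximum activity change from -70% to -50%; inactive means maximum activity change above -50%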;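 further: thallium influx rate constant from kinetic fluorescence after stimulation buffer; on the % scale 0 is the no-effect control and ±100 the full control effect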
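Steps: virus added to U2OS suspension (4 h, RT, dark); medium with 10% FBS added, cells plated, 37 C overnight; FluxOr/Red40 loading buffer 45 min RT; stimulation buffer, 2 min kinetic read; rate constant normalized.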
USP2a block: USP2a (human) protease inhibition; O75604; USP2 core, Ub-CHOP2 coupled fluorogenic reporter, 485/531; Potency, µM (top dose mostly 38.3 µM), for inactives: at the top dose activity change, negative = inhibition, most hits filed as inhibitors; actives 0.01% (n = 330,000);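 further: potency means the concentration at half of the fitted maximal effect; plate controls were DMSO wells for no effect and full inhibition by NEM control for full effect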
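USP2 core (10nM final) preincubated 30min RT with compound in 20mM Tris-HCl pH 8.0, 2mM CaCl2, 2mM beta-mercaptoethanol, 0.05% CHAPS; 25nM Ub-CHOP2 plus 25nM reporter substrate added, fluorescence (Ex485/Em531) read after 60min.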
Giardia killer: kills Giardia lamblia | activity change, % at 7.66 µM, hits read low | Giardia lamblia trophozoite viability | actives 0.15% (n = 340,000); in the data active means activity change below about -80%; inconclusive means between about -30% and that limit;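 further: parasites exposed to compound for two days anaerobically before the ATP read; on the % scale 0 is the no-effect control and ±100 the full control effect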
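Viability, read as ATP luminescence: trophozoites at 100 cells/well, compound added, 48 hrs anaerobic at 37 deg C, then 15-30 min room-temperature development before reading.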
CXXC DNA block: inhibitors of human MLL CXXC domain-DNA interaction. actives 0.037% (n = 290,000). MLL-CXXC / FITC-HOXA9 DNA fluorescence polarization. Potency, µM (top dose mostly 115 µM), for inactives: top-dose activity change, negative = inhibition, usual class: inhibitors; active means well fitted inhibition curve with a large enough effect in the polarisation, with a control signal flat, not every such curve was filed as active; inconclusive means small, poorly fitted or top-dose-only effect, or effect the other way, or a change in a side signal; inactive means no such curve, though single readings can be large or run the other way; the % refers to the polarisation; further: potency means the concentration at half of the fitted maximal effect
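Steps: dispense CXXC domain solution (7 uM) → pin compounds or unlabeled HOX-A9 DNA control → 5 min ambient → add FLSN-HOX-A9 solution (50 nM) → spin → 30 min ambient → fluorescence polarization. Tris pH 7.5/NaCl/DTT/BSA buffer.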
Menin-MLL TR inh: menin-MLL binding inhibition, Texas Red mutant peptide. actives 0.23% (n = 270,000). AID 1768. Potency, µM (titrated, usually from 61.6 µM), without a hit: at the highest dose FP activity change, negative = inhibition, hits mostly inhibitors. Menin + Texas Red MLL mutant peptide, fluorescence polarization. O00255; active means well fitted inhibition curve with a large enough effect in the polarisation, with a control signal flat, not every such curve was filed as active; inconclusive means small, poorly fitted or top-dose-only effect, or effect the other way, or a change in a side signal; inactive means no such curve, though single readings can be large or run the other way; the % refers to the polarisation; further: potency means the concentration at half of the fitted maximal effect; % of control where 0% means no effect; many of its hits are not listed in these tables
PKM2 act: increases activity of human pyruvate kinase M2. P14618. purified PKM2, Kinase-Glo ATP luminescence, activation; response scale: 0% is enzyme alone, no compound. Potency, µM (titrated, usually from 57.5 µM), without a hit: at the highest dose activation, actives largely listed as activators. actives 0.34% (n = 260,000). AID 1631; further: potency means the concentration at half of the fitted maximal effect; on the % scale 0 is the no-effect control and ±100 the full control effect; nearly all actives have a fitted effect of over 55% in size
Target sequence (P14618 whole entry, looked up): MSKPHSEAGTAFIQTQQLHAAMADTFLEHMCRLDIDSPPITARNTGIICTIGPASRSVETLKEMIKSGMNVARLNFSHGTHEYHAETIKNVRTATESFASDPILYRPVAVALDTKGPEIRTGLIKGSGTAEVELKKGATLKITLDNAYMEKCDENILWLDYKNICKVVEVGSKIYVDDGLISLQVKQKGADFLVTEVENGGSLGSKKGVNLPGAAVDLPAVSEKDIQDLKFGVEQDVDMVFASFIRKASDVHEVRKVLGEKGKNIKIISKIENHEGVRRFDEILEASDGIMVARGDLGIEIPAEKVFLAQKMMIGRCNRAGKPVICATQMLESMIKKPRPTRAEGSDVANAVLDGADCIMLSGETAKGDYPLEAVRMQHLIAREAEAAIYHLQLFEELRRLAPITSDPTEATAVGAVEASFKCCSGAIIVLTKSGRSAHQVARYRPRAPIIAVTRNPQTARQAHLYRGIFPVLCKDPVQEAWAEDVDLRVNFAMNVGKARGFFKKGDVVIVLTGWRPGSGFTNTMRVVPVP
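Kinase-Glo luminescence reports ATP generated from ADP (0.1 mM) and PEP (0.5 mM) by purified hPK-M2 after 1 h at room temperature, pH 7.2 imidazole buffer; intermediate enzyme activity allows detecting inhibitors and activators.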
Coupling enz: counter-screen for Giardia aldolase inhibitors: coupling enzyme system. activity change, negative = inhibition, % at 58.2 µM, hits read low. coupling enzyme system counterscreen, AmpLite Red fluorescence. actives 0.67% (n = 290,000). AID 2472; in the data active means activity change below about -30%; further: on the % scale 0 is the no-effect control and ±100 the full control effect
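Fluorescence at 525 nm excitation and 598 nm emission measured inhibition of the coupled detection system without aldolase. Compounds (at 57.5 uM final) were preincubated 10 min at room temperature with coupling enzyme reagent before a 20 min substrate/AmpLite Red step.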
B2AR arrestin: beta2AR (human) beta-arrestin recruitment activity | P07550 | beta-arrestin recruitment to beta2AR, cell-based reporter | Potency, µM (highest dose often 46.1 µM), inactives show top-dose activation, usual class: activators | actives 0.02% (n = 330,000) | AID 492947;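 further: potency means the concentration at half of the fitted maximal effect; 0% = DMSO controls and full agonism = EC100 isoproterenol or metaproterenol; nearly all actives have a fitted effect of over 65% in size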
Target sequence (P07550 whole entry, looked up): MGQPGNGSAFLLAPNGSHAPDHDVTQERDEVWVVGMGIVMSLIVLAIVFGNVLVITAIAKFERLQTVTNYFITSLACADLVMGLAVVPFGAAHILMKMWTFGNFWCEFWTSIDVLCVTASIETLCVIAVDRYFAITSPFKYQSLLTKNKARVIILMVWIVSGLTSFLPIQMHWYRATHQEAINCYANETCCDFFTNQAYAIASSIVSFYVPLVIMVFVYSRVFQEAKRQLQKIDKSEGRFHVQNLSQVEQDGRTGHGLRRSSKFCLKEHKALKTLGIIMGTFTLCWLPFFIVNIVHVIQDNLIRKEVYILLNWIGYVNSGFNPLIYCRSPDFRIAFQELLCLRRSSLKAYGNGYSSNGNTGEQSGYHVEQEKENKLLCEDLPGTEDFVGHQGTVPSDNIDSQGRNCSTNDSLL
KCNH2 WT inh: inhibitors of human wildtype KCNH2 potassium channel; Q12809; U2OS, BacMam KCNH2, thallium flux FluxOr; active compounds read low; activity change, % at 1.84 µM; actives 0.37% (n = 340,000); AID 720551;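 active means maximum activity change below -70%; inconclusive means maximum activity change between -70% and -50%; inactive means maximum activity change above -50%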; further: on the % scale 0 is the no-effect control and ±100 the full control effect
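U2OS cells were transduced with wild-type KCNH2 virus (2.03 x 10^8 / mL) for 4 h at room temperature, then cultured overnight at 37 C. Thallium flux was read with FluxOr dye. Rate constants were normalized to DMSO controls.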
TRPV1 agonist: human TRPV1 agonism; Q8NER1; TRPV1-expressing cells, Fluo-8 calcium influx, agonist mode; activation, % at 8.33 µM; actives 0.19% (n = 320,000); AID 540275; in the data active means activation above about 80%; inconclusive means between about 30% and that limit; further: 0% is about no effect
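Fluo-8 calcium influx in TRPV1-expressing cells, kinetic read (ex 480/em 520 nm). Compound added and read 3 min for agonist activity, followed by capsaicin at EC20 final and 2 min further read for enhancement.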
GALK inhibitor: inhibitors of human galactokinase. Purified GALK, Kinase-Glo residual ATP luminescence. Potency, µM (titrated, usually from 57.5 µM), inactives show at the top dose activity change, negative = inhibition, most hits filed as inhibitors. actives 0.007% (n = 270,000); further: potency means the concentration at half of the fitted maximal effect; on the % scale 0 is the no-effect control and ±100 the full control effect
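Compounds were pin-transferred into ATP buffer (35 uM final), then GALK plus galactose (5 nM, 100 uM final) was added. After 1 h at room temperature, Kinase-Glo Plus was added and luminescence read after 10 min.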
* marks the source's active call; other numbers are inactive results; i = inactive; ? = inconclusive; · = not tested or not shown; & = joins results of further samples; [ ] = remark or other dose. Unless noted, the call rests on the fitted dose curve; in most records, active means well fitted curve in the direction sought with a large enough effect; inconclusive means small, poorly fitted or top-dose-only effect, or another doubt; inactive means no such curve, though single readings can be large; an effect the other way counts as inactive or inconclusive. The list is partial; the hit share may differ from the screen's.

SMILES	KCNH2 3.1 inh	USP2a block	Giardia killer	CXXC DNA block	Menin-MLL TR inh	PKM2 act	Coupling enz	B2AR arrestin	KCNH2 WT inh	TRPV1 agonist	GALK inhibitor
Cc1ccc(C)c(NC(=O)CN(C)C(=O)CC2OC(=O)c3ccccc32)c1 (stereo not given)	-12	0%	2	·	·	·	·	-0.3%	-5	·	·
CC(=O)c1ccc(OCCCC(=O)Nc2cc(S(=O)(=O)N3CCCCC3)ccc2C)cc1	7	3%	17	·	·	·	·	-1.1%	-3	6	·
CC(C)Cn1c(SCC(=O)Nc2cc(Cl)c(Cl)cc2Cl)nc(O)cc1=O	-1	-1%	4	·	·	·	·	0.2%	1	1	·
CCc1ccc(NC(=O)C(C)OC(=O)CCC(=O)c2cccs2)cc1 (stereo not given)	-4	3%	-8	23%	-1%	-1%	-1	-0.6%	-8	?	2%
COc1ccc(CNc2nc3c(c(=O)[nH]c(=O)n3C)n2Cc2ccccc2C)cc1	6	6%	5	-4%	-24%	-1%	-3	0.1%	-4	2	0%
CCc1nc(SCC(=O)NC2CCCC2)c2c(=O)n(C)c(=O)n(C)c2n1	3	0%	-7	5%	6%	0%	1	-0.3%	-2	-2	5%
Cc1ccc2c(COC(=O)C3=COCCO3)cc(=O)oc2c1	15	3%	-4	8%	0%	-2%	0	0.2%	-24	16	2%
Cc1nnc(SCc2cccc([N+](=O)[O-])c2)[nH]c1=O	2	0%	20	5%	1%	10%	3	-0.1%	i	2	1%
Cc1ccc2c(cnn2C(=O)CCCC(=O)NCc2ccc(Cl)cc2)c1	-2	1%	0	·	?	0%	-3	0.1%	13	20	·
CC(Oc1ccc(Cl)cc1Cl)C(=O)NC(=S)N1CCc2ccccc21 (stereo not given)	?	1%	-2	0%	13%	1%	5	0.4%	10	13	-1%
Cc1c(C(c2cccs2)c2c(C)n(C)n(-c3ccccc3)c2=O)c(=O)n(-c2ccccc2)n1C	-4	0%	0	-1%	·	-3%	-1	-1.2%	4	0	0%
Cc1ccc(C(=O)N/C(=C\c2cccs2)C(=O)NCCCN2CCOCC2)cc1	-49	-2%	27	14%	-19%	·	3	0.2%	-117*	-2	0%
Cc1cc2c(cc1S(=O)(=O)NCc1ccccc1)OCC(=O)N2	-32	0%	-6	·	-2%	15%	1	-1.2%	15	-2	·
S=C(NC1CCCCC1)NC1CC2C=CC1C2 (stereo not given)	4	1%	-17	0%	·	-2%	0	-0.7%	1	?	·
Cc1ccc(OCc2nnc(SCC(=O)N3CCOCC3)n2C)cc1	3	1%	-2	-8%	0%	-20%	0	0.1%	4	3	-2%
COc1ccc(C(=O)COC(=O)CNC(=O)c2ccccc2)cc1F	12	-4%	-4	·	·	·	·	-0.1%	14	-4	·
Cn1cc[nH]c1=S	-9	1%	?	-3%	-6%	-6%	1&3&-1	-0.9%	21	3	·
CCC(CO)Oc1cc(NCc2ccc(Cl)cc2Cl)c2ncn(C(C)C)c2c1 (stereo not given)	-20	1%	0	·	·	·	·	0.4%	4	·	·
CCOc1cc(C(=O)NC(=S)Nc2cccnc2)cc(OCC)c1OCC	13	1%	-6	4%	-2%	3%	-3	-0.1%	1	-4	1%
COc1ccc(C2/C=C\CN(S(=O)(=O)c3ccc(-c4ccccc4)cc3)CC(=O)N2Cc2ccc(F)cc2)cc1 (stereo not given)	·	-13%	15&-3	-5%	13%	-2%	-1&0	-0.2%	·	4	-2%

Profiles, quoted from the list. Values in the order: KCNH2 3.1 inh | USP2a block | Giardia killer | CXXC DNA block | Menin-MLL TR inh | PKM2 act | Coupling enz | B2AR arrestin | KCNH2 WT inh | TRPV1 agonist | GALK inhibitor
CC(=O)c1ccc(OCCCC(=O)Nc2cc(S(=O)(=O)N3CCCCC3)ccc2C)cc1 is listed as 7 | 3% | 17 | · | · | · | · | -1.1% | -3 | 6 | ·
CCc1nc(SCC(=O)NC2CCCC2)c2c(=O)n(C)c(=O)n(C)c2n1 is listed as 3 | 0% | -7 | 5% | 6% | 0% | 1 | -0.3% | -2 | -2 | 5%

Further compounds follow.
SMILES	KCNH2 3.1 inh	USP2a block	Giardia killer	CXXC DNA block	Menin-MLL TR inh	PKM2 act	Coupling enz	B2AR arrestin	KCNH2 WT inh	TRPV1 agonist	GALK inhibitor
O=C(Nc1ccnn1C1CCN(Cc2cccc(OCCO)c2)CC1)C1CC1	-8	1%	-7	7%	·	-2%	·	-0.9%	5	-8	-7%
Cc1ccc2c(c1)=C(c1ccccc1)N(O)CC(=O)N=2	14	2%	?	-24%	-24%	·	1	0.1%	1	5	0%
Cc1oc(-c2ccccc2)cc1C(=O)Nc1cccc(/C=C\C(=O)O)c1	-4	-7%	4	13%	?	7%	8	-0.6%	i	4	-3%
COC(=O)c1ccc(Nc2c([N+](=O)[O-])c(=O)oc3ccccc23)cc1	-7	4%	-6	3%	·	-2%	7	0.1%	-7	0	-4%
O=S(=O)(c1ccc(NC(=S)Nc2ccc(OC(F)F)cc2)cc1)N1CCOCC1	-10	4%	-10	1%	0%	9%	0	-0.5%	26	1	2%
O=C(CSc1nc2ccccc2o1)c1cc2ccccc2oc1=O	6	6%	15	-14%	0%	2%	2	-0.6%	2	0	-3%
Cc1ccc(N(NC(=O)C(C)(C)O)C(=O)c2ccccc2)cc1C	-2	1%	8	1%	3%	-11%	-1	-0.1%	2	0	-1%
O=C(c1ccco1)N1CCN(Cc2ccccc2Br)CC1	13	1%	9	7%	?	·	1	0.2%	-7	16	-1%
N#CC(C#N)=C(Nc1ccccc1)c1ccccc1	-12	-4%	1	-13%	-2%	2%	5	0.1%	-10	1	3%
COc1ccc(-n2c(C)c(C(C)=O)c(C(C)=O)c2C)cc1	-3	-1%	3	-5%	·	7%	1	-0.3%	-6	0	-2%
Cc1cc(-c2ccccc2)nc(-c2ccccc2)c1C	-5	3%	20	?	?	-38%	-7	0.1%	-12	?	-1%
O=C(O)c1cc2nc3c(c(C(F)(F)F)n2n1)CCc1ccccc1-3	6	4%	-11	3%	1%	-28%	10	-0.9%	15	-4	3%
COc1ccc(OC)c(N(CC(=O)Nc2cccnc2)S(C)(=O)=O)c1	3	1%	-18	2%	3%	3%	4	0.1%	7	-1	1%
O=C(N/N=C/c1ccsc1)c1cc(-c2ccncc2)nc2ccccc12	0	4%	4	-2%	2%	-1%	0	-0.4%	12	0	·
COC(=O)CNC(=O)c1sc2ncn(CC(=O)Nc3ccc(C)c(Cl)c3)c(=O)c2c1C	·	2%	15	24%	-1%	12%	-1	0.2%	13	-11	0%
CCCCC(=O)c1c(C)cc(C)[nH]c1=O	6	0%	-8	1%	12%	-3%	0	0.1%	11	2	0%
Cc1ccc(CNC(=O)N2CCN(c3ccc(C)cc3)CC2)cc1	9	0%	5	-2%	0%	-3%	7	3.5%	1	?	-1%
CCOC(=O)c1c(NC(=O)CSc2nnc(C)s2)sc2c1CCC(CC)C2 (stereo not given)	-5	-2%	-6	3%	1%	-1%	3	-0.5%	3	6	-1%
O=C(Nc1cc(C(F)(F)F)ccc1-n1cncn1)c1cn2ccccc2n1	-207*	2%	-18	·	·	·	·	0.3%	-152*	·	·
O=C(Nc1ccc(Cl)cc1)c1ccc(-c2ccccn2)s1	-2	-1%	3	4%	·	-2%	2	-0.2%	0	2	1%
C=CCOc1ccc(-c2nc3c(c(=O)[nH]c(=O)n3CCC)n2CCCC)cc1	-6	2%	41[activator]	0%	4%	-9%	1	0.2%	2	-1	-1%

5 entries already listed, sorted by molecular weight, largest number first.
SMILES	KCNH2 3.1 inh	USP2a block	Giardia killer	CXXC DNA block	Menin-MLL TR inh	PKM2 act	Coupling enz	B2AR arrestin	KCNH2 WT inh	TRPV1 agonist	GALK inhibitor
O=S(=O)(c1ccc(NC(=S)Nc2ccc(OC(F)F)cc2)cc1)N1CCOCC1	-10	4%	-10	1%	0%	9%	0	-0.5%	26	1	2%
Cc1oc(-c2ccccc2)cc1C(=O)Nc1cccc(/C=C\C(=O)O)c1	-4	-7%	4	13%	?	7%	8	-0.6%	i	4	-3%
Cc1ccc(N(NC(=O)C(C)(C)O)C(=O)c2ccccc2)cc1C	-2	1%	8	1%	3%	-11%	-1	-0.1%	2	0	-1%
O=C(Nc1ccc(Cl)cc1)c1ccc(-c2ccccn2)s1	-2	-1%	3	4%	·	-2%	2	-0.2%	0	2	1%
CCCCC(=O)c1c(C)cc(C)[nH]c1=O	6	0%	-8	1%	12%	-3%	0	0.1%	11	2	0%
